Bioassay records deposited in PubChem by The Scripps Research Institute Molecular Screening Center.
M1 ag – agonists of human M1 muscarinic receptor; CHO-K1 hM1, Fluo-8 calcium fluorescence, agonist mode; 0% DMSO, 100% acetylcholine EC100; activation, % at 3 µM; 360,000 compounds, 0.33% hits; P11229; AID 588814;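 active = activation above the run's mean compound activation plus 3 SD, cut at about 16% in these data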;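 also: peak over basal fluorescence ratio within a 140 s kinetic read after compound addition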
Target sequence (P11229 whole entry, looked up): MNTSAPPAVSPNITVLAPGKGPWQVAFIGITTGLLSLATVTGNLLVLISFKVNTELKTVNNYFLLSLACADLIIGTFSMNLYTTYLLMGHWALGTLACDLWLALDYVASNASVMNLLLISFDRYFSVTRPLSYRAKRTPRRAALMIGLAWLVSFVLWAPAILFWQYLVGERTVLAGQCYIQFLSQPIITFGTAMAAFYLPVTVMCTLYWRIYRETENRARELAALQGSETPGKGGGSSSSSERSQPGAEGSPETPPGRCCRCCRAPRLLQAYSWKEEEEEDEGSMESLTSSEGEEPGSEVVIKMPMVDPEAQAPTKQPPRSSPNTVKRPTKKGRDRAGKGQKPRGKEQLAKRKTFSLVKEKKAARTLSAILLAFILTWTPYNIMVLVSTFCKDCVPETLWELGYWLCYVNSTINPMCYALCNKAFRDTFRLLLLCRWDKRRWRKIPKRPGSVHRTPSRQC
CHO-K1 Ca ag – M1 agonist counterscreen hit in parental CHO-K1 cells. Fluo-8 calcium fluorescence; scaled to maximal ATP response, vehicle zero. 360,000 compounds, 0.48% hits. AID 602248. activation, % at 3 µM; in the data active = activation above about 15%;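 also: untransfected CHO-K1 host cells lacking M1 receptor as counterscreen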
TAAR1 ag – agonists of human TAAR1 | Q96RJ0 | CHO RD-HGA16 TAAR1, Fluo-8 calcium fluorescence; vehicle wells 0%, saturating PEA agonist 100% | activation, % at 3 µM | 360,000 compounds, 0.99% hits | AID 624467;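 active = activation above the mean activation of all test compounds in the run plus 3 SD, cut at about 38% in these data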
Target sequence (Q96RJ0 whole entry, looked up): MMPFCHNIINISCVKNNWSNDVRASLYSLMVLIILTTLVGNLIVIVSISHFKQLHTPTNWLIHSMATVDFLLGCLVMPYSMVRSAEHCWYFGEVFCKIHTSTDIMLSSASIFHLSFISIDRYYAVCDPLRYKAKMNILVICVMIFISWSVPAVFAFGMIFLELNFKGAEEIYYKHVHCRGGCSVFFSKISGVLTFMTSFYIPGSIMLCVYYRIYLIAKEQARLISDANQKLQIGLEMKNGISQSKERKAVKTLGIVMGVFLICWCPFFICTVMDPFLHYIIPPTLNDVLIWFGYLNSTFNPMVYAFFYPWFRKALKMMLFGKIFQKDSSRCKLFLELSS
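Repeats: no replicates (n 1) | Material: CHO-derived RD-HGA16 cells with stable Gα16 and human TAAR1 | Technique: Kinetic Fluo-8 calcium fluorescence | Schedule: 17-24 h seeding, 75 min 37 °C dye, 30 min RT | Evaluation: % activation from peak over basal fluorescence ratio, DMSO-to-PEA scaled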
CHO parental Ca – counter-screen for OX1R antagonists: effect in parental CHO cells; 330,000 compounds, 0.63% hits; inhibition, % at 5.6 µM; parental CHO-K1, ATP-induced calcium, Fluo-8 fluorescence;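 active = inhibition above that plate's mean sample inhibition plus 3 SD, cut at about 26% in these data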;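 also: 0% = ATP-challenged DMSO wells and 100% = DMSO wells without ATP; some compounds past the cut are filed as inactive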
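Measured by: calcium-sensitive Fluo-8 fluorescence / Test system: CHO parental line / Controls: ATP-challenged DMSO wells low, unchallenged DMSO wells high / Measure: % inhibition / Compound: single nominal dose of 5.6 µM per compound / Replicates: single well per compound, no replicates / Reagent: ATP as calcium-mobilizing challenge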
CHO-K1 Ca PAM – M1 PAM counterscreen hit in parental CHO-K1 cells; ATP EC20, Fluo-8 calcium fluorescence; 0% at ATP EC20, 100% at ATP max; activation, % at 3 µM; 360,000 compounds, 0.02% hits;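 active = activation above the run cutoff, the mean activation of all test compounds plus 3 SD, cut at about 40% in these data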;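 also: peak over basal fluorescence ratio in a 140 s read after ATP addition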
OXTR potentiator – potentiates the human oxytocin receptor response; AID 2445; activation, % at 3 µM; 320,000 compounds, 0.061% hits; CHO-OTR cells, Fluo-8 calcium fluorescence, potentiator mode; 0% = oxytocin EC15, 100% = EC100; P30559;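 active = activation above that plate's cutoff, the mean activation of tested compounds plus 3 SD, cut at about 6.6% in these data, passing the limit was not always enough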;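 also: 100% uses oxytocin at 75 nM as the full agonist control; some results filed as inactive read as strong as hits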
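System: human OTR in CHO cells; Also added: sub-maximal oxytocin, roughly EC15; Timing: compound 6 min at room temperature before oxytocin, 100 s read; Technique: Fluo-8 intracellular calcium fluorescence, ex 470-495, em 515-575 nm; Controls: oxytocin EC15 low and EC100 high; Replication: singlicate.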
CHO-K1 Ca antag – counter-screen for M1 antagonists: effect in parental CHO-K1 cells; inhibition, % at 3 µM; AID 602250; 360,000 compounds, 0.6% hits; ATP-induced calcium, Fluo-8 fluorescence;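 active = inhibition above a per-plate cutoff, the plate's mean sample inhibition plus 3 SD, cut at about 24% in these data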;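 also: 0% = DMSO plus EC80 ATP and 100% = DMSO alone without ATP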
TAAR1 antagonist – human TAAR1 antagonism; 360,000 compounds, 1.5% hits; Q96RJ0; CHO RD-HGA16 TAAR1, Fluo-8 calcium fluorescence, antagonist; inhibition, % at 3 µM; AID 624466;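 active = inhibition above a per-plate cutoff, the mean inhibition of test compounds on that plate plus 3 SD, cut at about 49% in these data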;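 also: 0% = DMSO plus EC80 beta-PEA response and 100% = DMSO alone without agonist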
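Test system: RD-HGA16 CHO cells with stable hTAAR1 and Gα16 / Probe or stimulus: EC80 β-phenethylamine stimulus / Times: seeding 17-24 h prior, 75-min 37 °C, 30-min RT dye loading / Detection: Fluo-8 calcium-sensitive fluorescence / Read-out basis: % inhibition scaled between DMSO and EC80 PEA controls / Repeats: singlicate, one well per test compound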
V1R ag counter – activates human V1a receptor in oxytocin agonist counter-screen. P37288. CHO-V1R cells, Fluo-8 calcium fluorescence, agonist mode; 0% DMSO, 100% 3 nM vasopressin. activation, % at 3 µM. 320,000 compounds, 0.25% hits;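 active = activation above the mean activation of all tested compounds plus 3 SD, per screening run, cut at about 20% in these data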;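 also: signal is peak over basal fluorescence ratio across a 100 second FLIPR read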
An asterisk follows results filed as active; x = not tested or not shown.

SMILES	M1 ag	CHO-K1 Ca ag	TAAR1 ag	CHO parental Ca	CHO-K1 Ca PAM	OXTR potentiator	CHO-K1 Ca antag	TAAR1 antagonist	V1R ag counter
CC(C)(O)CC[C@@H](O)[C@](C)(O)[C@H]1CC[C@@]2(O)C3=CC(=O)[C@@H]4C[C@@H](O)[C@@H](O)C[C@]4(C)C3CC[C@]12C (some centres not stated)	-4	0.6	2	-1	12	-6	-5	1	0.8
COc1ccccc1N1CCC(N2CCN(CC(C)(C)C)C(CCO)C2)CC1 (configuration not stated)	-6	-0.3	4	-2	15	0	-4	-5	0.8
Cc1ccc(N(CCO)C(=S)Nc2ccccc2)cc1	-3	-0.3	1	-13	-5	-6	3	-18	0.0
CCN(Cc1ccccc1)C(=O)Cc1ccc(OC)c(S(=O)(=O)N2CCOCC2)c1	-4	0.7	3	-25	-19	2	13	-2	0.2
CCn1c(CC(=O)Nc2cccc(Cl)c2Cl)nnc1SCCOc1ccc(OC)cc1	-4	2.5	x	-14	13	-4	-7	x	2.8
Cc1cccc(C(=O)OCC(=O)Nc2c(C)n(C)n(-c3ccccc3)c2=O)c1	-6	0.5	2	-6	3	-6	-10	-5	1.4
c1ccc(Sc2ccccc2CN2CCCC2)cc1	-9	0.7	1	-8	4	0	2	-9	-0.4
O=C(CN1CC(c2ccccc2)CC1=O)OCc1ccccc1F (configuration not stated)	-7	0.5	-3	-4	11	-5	-20	6	-0.3
COc1ccccc1N(CC(=O)NCC1CCCO1)C(=O)CCC(=O)Nc1cc(C)on1 (configuration not stated)	-3	0.9	0	-6	16	-3	-8	4	0.9
O=C(CCn1c(=O)oc2ccccc21)N1CCN(c2ccc(F)cc2)CC1	-2	0.3	0	-15	4	-8	-7	-2	-0.2
Cc1ccc2c(CC(=O)N3CCc4ccccc43)coc2c1	-3	-0.1	1	-23	2	-17	-2	4	-0.9
COc1ccc(CCNC(=O)COC(=O)C23CC4CC(CC(Br)(C4)C2)C3)cc1	-6	1.0	2	-11	18	-3	-4	-4	-0.8
CCOC(=O)c1ccc(-c2nnc(-c3ccc(Cl)cc3Cl)o2)cc1	-3	0.7	20	2	22	-3	-17	7	0.2
COc1cc(N=Cc2c(O)c3ccccc3oc2=O)c(OC)cc1Cl	-1	-0.5	3	-14	-17	-3	6	-3	0.5
Cc1cc(C)c(C(=O)N2CCCC(Nc3ccc(C)c(C)c3)C2)o1 (configuration not stated)	-4	0.1	3	-28	4	-6	-1	-39	-1.4
Cc1ccc(S(=O)(=O)N(C)CC(=O)Nc2cccc3c2CCCC3)cc1	-5	0.2	-4	-28	11	-14	0	-1	-0.9
CCn1c(-c2c[nH]c3ccccc23)n[nH]c1=S	0	1.2	14	-3	5	-3	-17	-7	0.8
Clc1ccc2scc(CN3CCCCC3)c2c1	-9	1.0	25	6	9	-10	1	2	-0.2
CCN1CCN(c2ccc(NC(=O)c3cc(S(=O)(=O)N4CCCC4)ccc3Cl)cc2)CC1	-8	0.8	3	-8	-8	-4	3	-10	0.9
CN1C(=O)CC(N2CCC(C(N)=O)(N3CCCCC3)CC2)C1=O (configuration not stated)	-3	0.1	3	4	9	-5	2	6	0.6
CCCCCn1c(=O)[nH]c2cc(C(=O)O)ccc2c1=O	0	0.2	13	1	11	-8	-1	-6	-0.1
CC(O)C1C(=O)OC2(C)CC(C)(C)NC(=S)N12 (configuration not stated)	-1	0.1	6	2	-2	-8	-4	-12	1.2
COc1ccc(C(=O)NCCSc2ccccc2)cc1OC	-2	1.4	7	3	-8	-7	8	6	0.3
O=C(CN1CCCCCC1)N1c2ccccc2Sc2ccccc21	-6	16*	9	-1	14	-19	-4	-19	-0.5
COC(=O)c1oc2ccc(Cl)cc2c1NC(C)=O	0	-0.5	6	-13	-4	2	6	8	-0.3
Cc1cccc(CN2CCc3c([nH]c4ccccc34)C2)c1	-7	3.7	1	3	-1	-3	-14	-10	-0.4
CCOC(=O)CNS(=O)(=O)c1c(C)noc1C	-2	-0.2	0	-4	2	-2	2	-10	0.6
CC(=O)Nc1ccc(NC(=O)C(C)Sc2nc3ccccc3c(=O)n2CC2CCCO2)cc1 (configuration not stated)	-3	-0.1	3	-16	11	5	7	-21	0.3
NC(=O)c1c(NC(=S)Nc2ccccc2)sc2c1CCCC2	-10	3.6	3	-17	27	-11	-7	21	0.3
O=C(Nc1nncs1)Oc1ccccc1	-1	-0.2	10	-10	1	-9	12	-7	0.1
Cc1cc(C)cc(OCC(=O)N2N=C(C(F)(F)F)CC2(O)C(C)(C)C)c1 (configuration not stated)	2	-0.1	12	40*	-3	-17	-11	19	0.2
CCC(CC)CN1C(Nc2ccccc2)=NC[C@@H]1CC(C)C	-8	3.6	x	-23	17	-3	-15	x	-0.1
Cc1ccc(CN2CCN(Cc3cccc(-n4cccn4)c3)CC2CCO)cc1 (configuration not stated)	-14	0.5	7	-19	12	-6	-2	-15	0.8
Cc1ccc(CNc2ccccc2C(=O)O)s1	0	-0.7	1	-10	12	-1	0	-1	1.1
CC(C)n1c(=O)c2ccccc2n1Cc1cn(Cc2ccccc2)nn1	-5	-0.3	-1	x	1	x	8	9	x
CCOc1cc(-c2sc(Nc3cc(C)ccc3OC)n[n+]2-c2ccccc2)ccc1OC	0	0.3	0	-20	17	1	-13	-4	0.6
CC(C)NC(=S)N/N=C1\CCCCC1C1CCCCC1 (configuration not stated)	-6	0.1	4	-13	21	-6	-4	9	-1.6
CCCc1ccc(Oc2cc(C)nc(N3CCOCC3)n2)cc1	-2	0.3	13	-10	-1	-3	9	8	-1.0
O=C(CN1CCN(C/C=C/c2ccccc2)CC1)NCc1ccc(Cl)cc1	-5	6.5	5	-5	26	-9	-18	9	11
O=S(=O)(NCc1ccc2c(c1)OCO2)c1cnc[nH]1	-2	1.9	1	-2	6	-1	-1	-14	-0.1
CCNC(=O)C1(C)CCCN(C(=O)c2cc(OC)ccc2Br)C1 (configuration not stated)	2	0.0	4	x	-2	x	1	-8	x
CC(C)c1ccccc1NC(=O)COC(=O)CNC(=O)c1ccc(Br)cc1	-2	0.2	3	-15	16	-1	-11	-3	0.4
COc1ccccc1NC(=S)NC(=O)c1c(-c2ccccc2Cl)noc1C	-8	1.2	0	-8	24	-7	-4	-4	-0.6
O/N=C/c1ccc(-c2ccccc2OC(F)(F)F)o1	-4	0.7	-4	2	21	-9	-8	-4	0.1
COc1ccc(C(=O)Nc2ccc(N3CCN(C)CC3)cc2)cc1[N+](=O)[O-]	-2	0.0	14	1	-10	5	-12	-7	-1.0
Cc1ccc(C(=O)Nc2nc3ccccc3c(=O)s2)cc1	1	1.6	6	1	20	-3	-5	-8	2.5
O=C(CSc1nnnn1C1CCCCC1)N1CCc2ccccc21	-4	0.0	10	-13	4	5	5	-15	-0.6
O=Cc1cccn1-c1cccnc1	-4	-0.1	4	-3	9	-3	-12	-2	1.0
O=C(CC12CC3CC(CC(C3)C1)C2)NCC(c1ccc(F)cc1)N1CCOCC1 (configuration not stated)	-6	0.3	9	-14	-8	-7	-13	-11	0.7
CCOc1ccccc1/C=C/c1nc2ccccc2[nH]c1=O	-6	1.1	5	x	9	x	-4	-10	x
Cc1cccc(OCc2occc2C(=O)Nc2cccc(-n3cnnn3)c2)c1	-3	2.8	8	-3	-14	-12	-4	32	5.7
CCOC(=O)[C@]12CCCC=C1N(Cc1cccc3ccccc13)C(=O)[C@H](CC(=O)N1CCOCC1)C2	x	1.6	7	x	7	x	-26	-9	x
O=C(NCCc1ccccc1)c1cnc2ccccc2n1	-5	2.7	2	-10	11	-14	-10	-5	0.6
O=C(c1cnn2ccccc12)N1CCCc2ccccc21	-1	0.1	3	-9	-5	-3	13	-20	-0.4
CCOc1cc(C2C(C(=O)c3ccc(C)o3)=C(O)C(=O)N2CCc2ccccc2)ccc1O (configuration not stated)	-1	-0.4	12	-22	-4	-13	2	-13	0.5
Cc1cc(C)c2cc(C(=O)N3CCC(C(=O)c4ccc(F)cc4)CC3)[nH]c2c1	-4	4.5	-3	-27	13	-2	-7	-11	-1.8
CC(C)(C)NCCOc1ccc(Br)cc1	-5	0.1	18	1	-6	3	1	-7	1.6
Cc1cc(NC(=O)CCN2C(=O)/C(=C\c3ccccc3Cl)SC2=S)no1	-7	0.6	2	-20	18	5	-2	-13	1.1
COc1cc(C2NC(=O)c3ccccc3O2)ccc1OC(C)C (configuration not stated)	0	-0.6	0	-4	-10	-6	25*	-8	0.7
NC1=NC(=O)S/C1=C\c1ccc(F)cc1	-2	0.3	-1	-4	-6	2	-16	16	-0.6

The list goes on, starting with the last 2 of the part before.
SMILES	M1 ag	CHO-K1 Ca ag	TAAR1 ag	CHO parental Ca	CHO-K1 Ca PAM	OXTR potentiator	CHO-K1 Ca antag	TAAR1 antagonist	V1R ag counter
COc1cc(C2NC(=O)c3ccccc3O2)ccc1OC(C)C (configuration not stated)	0	-0.6	0	-4	-10	-6	25*	-8	0.7
NC1=NC(=O)S/C1=C\c1ccc(F)cc1	-2	0.3	-1	-4	-6	2	-16	16	-0.6
Cn1c(CCCOc2ccc(Cl)cc2Cl)n[nH]c1=S	-5	1.2	-1	-13	-16	-8	10	0	1.2
COc1ccccc1-n1c(=S)[nH]c2c(sc(=S)n2-c2ccccc2C)c1=O	-3	0.5	4	-18	19	-5	-5	-28	1.0
N#Cc1c(C#N)c(-c2ccccc2)n(-c2ccccc2)c1N	-5	0.4	18	-22	14	-9	-10	9	-0.7
CCCCn1c(N)c(N(Cc2ccccc2OC)C(=O)COc2cc(C)ccc2Cl)c(=O)[nH]c1=O	-3	-0.5	0	-29	14	-10	0	-4	-0.7
COc1ccc(-n2nnnc2CNC(=O)C(=O)c2c[nH]c3ccccc23)cc1	2	1.6	5	2	8	-7	-7	11	0.9
COc1ccc(Nc2ncc3c(n2)CC(c2ccc(OC)cc2)CC3=O)cc1 (configuration not stated)	-3	0.2	12	-21	-9	-3	12	14	0.9
CCOC(=O)c1c(S(=O)(=O)NCC2CCN(Cc3cccc(F)c3)CC2)c(C)n(C)c1C	-6	-0.4	-2	-30	15	8	-20	-17	-0.8
Cc1ccc(NC(=O)COC(=O)CNC(=O)c2cccs2)cc1S(=O)(=O)N1CCOCC1	-2	2.3	9	x	16	x	-21	5	x

No enrichment for hits (roughly 3.3% active in at least one column).
